# Rev-erbA mod: modulators of Rev-erb alpha DNA binding, primary screen, biochemical, FITC-DNA, fluorescence polarization, uHTS; Nuclear receptor subfamily 1 group D member 1 (Homo sapiens), P20393; Rev-erbα–FITC-DNA binding, 90 min; activity, % at 10 µM; actives 0.79% (n = 370,000); AID 1259318, 2017;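 active means activity above about 14%, limit read from the data; passing the limit was not always enough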;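 further: 0% = DMSO wells with 35 nM protein and 100% = DMSO wells with 750 nM protein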
# Target sequence (P20393 whole entry, looked up): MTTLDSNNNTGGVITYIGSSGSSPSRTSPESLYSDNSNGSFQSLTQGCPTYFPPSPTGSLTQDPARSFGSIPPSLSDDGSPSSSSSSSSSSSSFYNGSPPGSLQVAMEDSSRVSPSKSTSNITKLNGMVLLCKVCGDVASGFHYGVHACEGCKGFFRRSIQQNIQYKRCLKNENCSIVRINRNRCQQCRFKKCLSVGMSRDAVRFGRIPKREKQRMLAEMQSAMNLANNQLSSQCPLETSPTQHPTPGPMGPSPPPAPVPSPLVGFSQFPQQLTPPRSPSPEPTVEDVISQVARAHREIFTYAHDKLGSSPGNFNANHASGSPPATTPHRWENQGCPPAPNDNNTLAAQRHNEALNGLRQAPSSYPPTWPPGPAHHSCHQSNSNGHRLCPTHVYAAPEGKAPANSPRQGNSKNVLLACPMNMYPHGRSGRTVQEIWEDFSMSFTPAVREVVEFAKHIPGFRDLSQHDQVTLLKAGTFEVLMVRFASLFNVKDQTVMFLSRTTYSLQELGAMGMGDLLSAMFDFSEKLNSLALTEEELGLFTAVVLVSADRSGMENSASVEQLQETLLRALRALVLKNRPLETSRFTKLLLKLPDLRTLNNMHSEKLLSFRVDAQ
# SMARCA2 act: SMARCA2 (BRM) function activators, primary screen, cell-based, luminescence, high throughput; actives 1% (n = 370,000); activation, % at 9.1 µM; MG213 cells, MMTV-luciferase reporter, dexamethasone, overnight; in the data active means activation above about 7.8%;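 further: 0% = vehicle wells and 100% = reference activator wells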
# hgDAF12 agonist: H. glycines DAF-12 receptor agonists, primary screen, cell-based, luminescence, HEK293, GAL4 fusion, UAS-luciferase; actives 1.8% (n = 370,000); activation, % at 6.8 µM; Nuclear hormone receptor DAF-12 (Heterodera glycines), GAL4 fusion; HEK293 GAL4-hgDAF12 UAS-luciferase reporter, agonist luminescence; normalized to butyrate control;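 active means activation above a cutoff set at the mean of all screened compounds plus 3 SD, cut at about 10% in these data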;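 further: 0% = DMSO wells and 100% = sodium butyrate wells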
# PLCb3 inh: human PLC-beta3 inhibitors, primary screen, biochemical, fluorescence | 1-phosphatidylinositol 4,5-bisphosphate phosphodiesterase beta-3 (Homo sapiens), Q01970 | Purified PLC-beta3, fluorogenic substrate | inhibition, % at 12.2 µM | actives 0.18% (n = 370,000) | AID 720704, 2013; in the data active means inhibition above about 11%;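 further: 0% = median of compound wells on plate and 100% = full blocker control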
# MBD2 DNA inh: inhibitors of MBD2 binding to methylated DNA, primary screen, biochemical, TR-FRET, DNA-binding domain, human. MBD2 binding to methylated oligonucleotide. inhibition, % at 4.4 µM. AID 686964, 2013. Methyl-CpG-binding domain protein 2 (Homo sapiens), Q9UBB5. actives 0.31% (n = 370,000); in the data active means inhibition above about 13%
# hcDAF-12 act: H. contortus DAF-12 nuclear receptor activators, primary screen, cell-based, luminescence, HEK293, lit1-tk-luc reporter; activation, % at 6.8 µM; HEK293 hcDAF-12 lit1-tk-luc reporter; 0% DMSO, 100% Δ7-dafachronic acid; actives 1.4% (n = 370,000); AID 652067, 2013;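 active means activation above the mean of all tested compounds plus 3 SD, cut at about 5.5% in these data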;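 further: 100% = response to 3 µM Δ7-dafachronic acid high control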
# PLC-gamma1 inh: PLC-gamma1 enzyme inhibitors, primary screen, biochemical, fluorescence, purified enzyme | 1-phosphatidylinositol 4,5-bisphosphate phosphodiesterase gamma-1 (Homo sapiens), P19174 | inhibition, % at 12.2 µM | AID 720700, 2013 | fluorogenic substrate | actives 0.84% (n = 370,000); in the data active means inhibition above about 9.5%
# DAX1 inh-1: DAX1 (NR0B1) inhibitors on StAR promoter, primary screen, cell-based, luminescence, SF-1 (NR5A1), full-length DAX-1; AID 652010, 2013; actives 1.1% (n = 370,000); HEK293T StAR-luciferase reporter, SF-1/DAX-1 repression relief; inhibition, % at 6.8 µM;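 active means inhibition above the mean over all tested compounds plus 3 SD, cut at about 3.6% in these data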;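 further: 0% = DAX-1 cells with DMSO and 100% = cells lacking DAX-1 with DMSO; higher inhibition means more luminescence from relief of DAX-1 repression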
# DAX1 inh-2: DAX1 (NR0B1) inhibitors, primary screen, cell-based, HEK293, Gal4-DAX1, luciferase luminescence; Nuclear receptor subfamily 0 group B member 1 (Homo sapiens), P51843; HEK293 Gal4-DAX1 luciferase reporter; inhibition, % at 6.75 µM; actives 0.99% (n = 340,000); AID 504766, 2011;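 active means inhibition above the mean over all tested compounds plus 3 SD, cut at about 4.2% in these data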;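 further: 0% = DAX1-transfected cells with DMSO and 100% = empty-vector control cells with DMSO; inhibition shows as a rise in luminescence from relieved DAX1 repression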
# Target sequence (P51843 207-470 limits assumed): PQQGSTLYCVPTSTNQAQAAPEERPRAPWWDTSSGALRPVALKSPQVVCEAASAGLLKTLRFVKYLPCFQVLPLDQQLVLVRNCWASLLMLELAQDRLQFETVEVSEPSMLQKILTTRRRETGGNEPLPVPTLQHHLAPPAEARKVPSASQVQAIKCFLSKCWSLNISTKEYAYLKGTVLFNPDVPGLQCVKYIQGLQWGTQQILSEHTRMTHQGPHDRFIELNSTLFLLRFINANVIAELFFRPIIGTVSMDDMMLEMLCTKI
# ADAM17 inh: ADAM17 inhibitors, primary screen, biochemical, QFRET | Disintegrin and metalloproteinase domain-containing protein 17 (Homo sapiens), P78536 | recombinant ADAM17, EDANS/DABCYL FRET peptide cleavage | inhibition, % at 6.95 µM | actives 0.83% (n = 370,000) | AID 720648, 2013;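 active means inhibition above the mean of compounds lying between control limits plus 3 SD, set per campaign, cut at about 8.5% in these data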;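 further: 0% = DMSO-only wells as the low control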
# ssDAF12 agonist: S. stercoralis DAF-12 nuclear receptor activators, primary screen, cell-based, luminescence, HEK293, GRIP1 co-expression, lit1-tk-luc; actives 1% (n = 370,000); Nuclear hormone receptor DAF-12 (Strongyloides stercoralis); activation, % at 6.8 µM; AID 652126, 2013; HEK293 ssDAF-12/GRIP1 lit1-tk-luc reporter; % of 3 µM dafachronic acid response;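 active means activation above the mean over all tested compounds plus 3 SD, cut at about 0.9% in these data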;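 further: 0% = DMSO-only wells and 100% = 3 µM delta7-dafachronic acid wells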
# An asterisk follows results filed as active; x = not tested or not shown.
SMILES,Rev-erbA mod,SMARCA2 act,hgDAF12 agonist,PLCb3 inh,MBD2 DNA inh,hcDAF-12 act,PLC-gamma1 inh,DAX1 inh-1,DAX1 inh-2,ADAM17 inh,ssDAF12 agonist
Cc1c(OC(C)C(=O)NCCN2CCOCC2)ccc2c(-c3ccccc3)cc(=O)oc12 (stereo not drawn),4,0,0.3,-13,-3,-0.8,-12,-4.0,0.1,-9,-1.6
O=C(C1CC1)N1CCN(c2ccnc3cc(Cl)ccc23)CC1,-2,-4,-4.0,-4,-4,-1.9,-1,-1.4,-0.8,5,-2.0
Cc1cc(C(=O)COC(=O)c2ccc(O)cc2)c(C)n1CCc1ccc(F)cc1,6,-4,7.5,-15,9,1.4,7,-1.0,-0.3,0,-0.1
COc1cc(/C=C/C(=O)Nc2ccc(OC)c(S(=O)(=O)N3CCOCC3)c2)ccc1OCC#N,2,-2,0.1,-3,-1,-2.0,-1,-2.1,-2.7,3,-1.3
CCOC(=O)CSc1nnc(-c2c[nH]c3ccccc23)n1CC,2,-2,-1.1,1,-3,-0.5,-1,-0.7,-0.2,-1,-1.0
COC(=O)CN1C(=O)S/C(=C/c2ccc(N3CCCCC3)o2)C1=O,2,5,-0.5,-32,-9,-1.3,-24,-0.3,1.5,-2,-1.0
CN(C)c1ccc(C(=O)Nc2nc3c(s2)CCCC3)cc1,-5,0,12*,-80,0,7.7*,-59,3.8*,-2.1,-10,-0.7
COCCCNC(=O)C[C@@H]1C[C@@]2(C(=O)OC)CC(C)(C)CC=C2N(Cc2cccc3ccccc23)C1=O,-5,-4,0.4,2,-2,0.2,3,-0.4,x,1,-1.4
Oc1ccc(N=Nc2nc(-c3ccccc3)c(-c3ccccc3)[nH]2)cc1,13,-3,-2.5,4,-7,-1.3,2,-0.1,0.7,0,-0.9
COc1ccc(C2CC(c3cccs3)=Nc3ccccc3S2)cc1 (stereo not drawn),2,6,7.8,-94,-3,8.6*,-90,0.5,2.4,-66,0.3
Cc1ccc(-n2c(C)csc2=N)cc1,-5,8.7*,9.1,-5,-4,3.0,-3,1.6,1.1,-2,0.5
COc1ccc(C(=O)Oc2cccc(/C=N/NC(N)=S)c2)cc1,7,5,4.7,-62,-4,-0.5,2,0.1,-0.3,5,-0.5
CC(NC(=O)/C(C#N)=C/c1ccc(C(=O)O)cc1)c1ccccc1 (stereo not drawn),-3,0,-3.5,-2,-5,-1.1,3,0.1,1.0,-1,-1.4
C[C@@H]1COC(=O)[C@H](CC(=O)OC(C)(C)C)C/C=C\C[C@H](CC(=O)NCCO)C(=O)N1,-2,0,0.7,0,1,0.2,-1,0.4,1.0,-4,-1.6
COC(=O)C1(C)CCCC2(C)C1CCC13OCC(CC21)C(O)(C(C)C)C3O (stereo not drawn),8,-1,-1.0,4,-1,-0.4,3,-0.7,0.2,1,-0.9
Cc1oc(-c2cccc(Cl)c2)nc1CS(=O)(=O)CC(=O)NCCN1CCOCC1,4,-1,1.3,5,-3,0.8,1,0.5,-1.7,0,-1.1
CCNc1nc(NCC)nc(Oc2ccc(C(=O)OC)cc2)n1,-1,5,-2.8,-8,-6,-1.1,1,-0.2,1.9,-1,-1.9
Cc1cccc(NC2CNC(=O)NC2=O)c1 (stereo not drawn),1,-2,-0.8,2,-1,0.0,1,1.1,1.8,0,-0.1
COc1ccc(OCCCC(=O)Nc2cc([N+](=O)[O-])ccc2C)cc1,-3,-2,-1.8,4,-5,-0.2,6,-0.8,-0.1,3,-1.0
CC(C)c1nnc(NC(=O)Cc2ccc(Br)cc2)s1,-3,-4,-2.0,2,3,-0.8,-2,-0.5,-0.1,-45,-1.5
O=C1/C(=C/c2cccnc2)SC(=S)N1c1ccc(F)cc1,-1,-3,-1.7,-4,2,0.9,-3,-0.4,-0.9,0,-1.3
O=C(NCCCc1ccccc1)C1CCN(c2nc(-c3ccc(Br)cc3)cs2)CC1,-2,x,0.9,0,2,-3.4,-2,x,x,2,-2.5
CC1(C)CC(CCC(=O)NC(=S)Nc2ccccc2Cl)C(=O)O1 (stereo not drawn),2,-3,0.1,-2,-1,-0.4,-1,0.4,-0.6,-3,-0.1
COc1ccc(OC)c(/C=N\NC(=O)CSc2nnc(CCCc3ccc(OC)c(C)c3)o2)c1,10,0,0.9,-31,3,-1.3,-24,0.3,-0.9,-2,-1.2
CCOc1ccc(NS(=O)(=O)c2cc(NC(=O)CCNC(=O)c3ccco3)ccc2OC)cc1,-1,1,-1.1,-1,0,-2.1,0,0.6,-0.2,-1,-0.2
O=S(=O)(Nc1ccc(O)c(NS(=O)(=O)c2ccccc2)c1)c1ccccc1,14,-4,2.8,-8,-1,-1.1,-1,-0.6,1.0,1,-1.1
c1ccc2c3nnc4n(c-3nc2c1)CCCS4,8,2,1.2,2,-13,0.7,1,1.1,-0.3,-1,-1.5
CN(N)c1nc(C(F)(F)F)nc2ccccc12,0,1,0.4,-3,1,-0.5,-6,-0.1,1.2,-1,-0.8
COC(=O)c1cc(S(=O)(=O)N2CCCC(C)C2)c[nH]1 (stereo not drawn),-9,1,0.4,-6,1,-1.0,3,-0.1,1.5,1,-0.9
CCc1ccccc1NC(=O)CN(C)C(=O)CSc1nn(-c2ccccc2)c(=S)s1,-8,0,0.8,1,-6,-1.5,0,-0.9,0.6,0,-1.7
Cc1cc(C)n2nc(C(=O)OCC(=O)Nc3ccc4c(c3)OCO4)nc2n1,1,1,0.1,3,4,-1.2,4,0.5,-0.2,-8,-1.2
COc1cccc2c(=O)n(CC(=O)Nc3ccccc3F)ccc12,1,1,4.2,-1,-3,-1.6,4,-0.3,0.8,-9,-1.3
CCc1ccc(C2NC(=O)c3ccccc3O2)cc1 (stereo not drawn),2,0,1.4,-9,2,-0.4,-5,0.3,-0.1,-17,-0.8
CC1CN(S(=O)(=O)c2cccc(C(=O)NCCc3ccc(S(N)(=O)=O)cc3)c2)CC(C)O1 (stereo not drawn),-7,3,-2.3,2,0,0.3,-2,0.3,-0.1,-3,-1.1
O=C(Nc1nccs1)C1CCCN1S(=O)(=O)c1ccc(F)cc1 (stereo not drawn),-1,0,-0.6,0,0,-1.6,2,0.5,1.1,0,-1.3
CCOC(=O)/C(C#N)=N/Nc1ccccc1C#N,-2,0,3.4,-10,0,0.4,0,0.0,2.1,-1,-0.7
Cc1cccc(NC(=O)C2CCCN(c3ncnc4c3nc3n4CCCCC3)C2)n1 (stereo not drawn),3,2,1.6,3,-2,1.9,0,-0.7,-0.3,-1,-1.0
COc1ccc(NC(=O)CSc2nnc(-c3ccncc3)n2CC2CCCO2)c(OC)c1 (stereo not drawn),-4,4,-0.9,3,1,-0.4,6,0.0,-0.9,-2,-0.9
COc1ccc(CCNC(=O)CCC(=O)NC2CCCC(C)C2C)cc1OC (stereo not drawn),-6,1,-0.9,-5,2,3.0,0,0.2,-0.8,-1,-1.5
CCC(C)[C@H]1CNCCN1CCc1cccc2ccccc12 (stereo partly drawn),0,-1,0.2,8,-5,0.1,11*,0.2,0.3,4,-0.8
COc1ccc(OC)c(NC(=O)c2ccc(CN3CCOCC3)cc2)c1,-1,-2,2.1,1,-3,-1.9,-2,-0.3,1.2,-4,-1.3
C=CCNC(=O)c1ccc(N(Cc2ccc(Cl)cc2)S(C)(=O)=O)cc1,0,2,-2.5,-8,-4,-1.7,0,-0.2,0.6,0,-0.6
Cc1ccc2[nH]c(C(=O)NCCN3CCCC3)cc2c1,5,-1,0.8,-25,6,5.1,-19,0.0,-1.2,-19,-0.5
COc1ccc(S(=O)(=O)NC(C)C(=O)NC2CC2)cc1C (stereo not drawn),3,-4,-1.3,-4,2,-1.4,1,-1.1,0.6,-5,-1.4
COCCOc1ccc(C(F)(F)F)cc1NC(=O)c1ccccc1,-2,-1,-1.1,-2,5,-1.9,-4,0.0,1.5,-2,-1.1

# Single records, from the list above. Order of screens: Rev-erbA mod, SMARCA2 act, hgDAF12 agonist, PLCb3 inh, MBD2 DNA inh, hcDAF-12 act, PLC-gamma1 inh, DAX1 inh-1, DAX1 inh-2, ADAM17 inh, ssDAF12 agonist
# CCOC(=O)/C(C#N)=N/Nc1ccccc1C#N is listed with -2, 0, 3.4, -10, 0, 0.4, 0, 0.0, 2.1, -1, -0.7
# COc1cccc2c(=O)n(CC(=O)Nc3ccccc3F)ccc12 is listed with 1, 1, 4.2, -1, -3, -1.6, 4, -0.3, 0.8, -9, -1.3

# Other results.
SMILES,Rev-erbA mod,SMARCA2 act,hgDAF12 agonist,PLCb3 inh,MBD2 DNA inh,hcDAF-12 act,PLC-gamma1 inh,DAX1 inh-1,DAX1 inh-2,ADAM17 inh,ssDAF12 agonist
NS(=O)(=O)c1ccc(CCNCc2cc(Cl)ccc2OCc2ccccc2)cc1,0,0,-4.2,-4,5,-3.0,1,-1.6,-2.0,1,-1.5
COC(=O)c1n[nH]nc1-c1ccccc1,-2,-5,-2.8,-4,2,0.8,-13,1.3,3.2,-3,-0.8
O=c1cnc2ccccc2n1Cc1ccc(Br)cc1,-1,1,3.2,-23,-1,0.8,-13,-0.5,0.1,-24,-0.8
Cn1ccnc1Sc1nc(Nc2cccc(Cl)c2)nc(N2CCOCC2)n1,-1,0,-3.6,-2,2,-2.3,-1,-0.5,-0.3,2,-1.9
CC(=O)Nc1cc(-c2cccc(C(=O)NCCO)c2)cn2c(-c3ccc(F)cc3)cnc12,-2,-1,-0.6,-26,2,-1.2,-17,-0.9,x,-4,-1.4
COc1ccccc1OCCC(=O)Nc1cccc(S(=O)(=O)N2CCOCC2)c1,0,-1,-3.0,-2,-7,-1.1,-1,-1.2,-0.9,-2,-1.3
COc1cc(OC)c(NC(=S)Nc2cccc(C(C)=O)c2)cc1Cl,-5,-2,1.9,-1,6,-0.9,-4,0.1,-0.4,-3,-1.1
COc1ccccc1-c1sc2ccccc2c1-c1cnc(N2CCOCC2)nc1,7,-4,1.1,-7,-2,1.6,0,-1.3,x,-2,0.2
Cc1ccc(S(=O)(=O)N2CCCN(S(=O)(=O)c3ccccc3Br)CC2)cc1,5,-3,0.9,0,2,-0.3,-1,-1.0,-0.4,1,-1.1
CCOC(=O)CSCC(=O)Nc1nnc(-c2cccc([N+](=O)[O-])c2)s1,-3,-2,1.1,0,6,-0.4,5,-1.4,0.2,0,-1.4

# Assay outcomes deposited in PubChem BioAssay by several laboratories.

# Outcome played no part in choosing rows. Share with any hit: about 7.4%.
